# TRPC6 act: activates the mouse TRPC6 cation channel | HEK293-TRPC6 membrane potential dye fluorescence; stronger effect = higher value | B-score at 10 µM | actives 0.13% (n = 310,000);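 active = B-score of the integrated fluorescence ratio above library mean plus 3 SD, and starting fluorescence ratio within library mean plus 5 SD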;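 note: higher score means more depolarization so channel activation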
# SKKanGAS inh: SKKanGAS growth inhibition; S. pyogenes SKKanGAS, kanamycin growth, BacTiter-Glo, 6 h; actives 1.3% (n = 300,000); inhibition, % at 7.5 µM;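 active = mean replicate score, as percent of positive control median, at least 50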;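 note: strain carries kanamycin resistance gene driven by streptokinase promoter and grows in 40 µg/ml kanamycin; loss of luminescence reflects streptokinase promoter inhibition or plain growth inhibition; 0% = median of DMSO wells and 100% = positive control at its reference dose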
# MrgX1 PAM: human MrgX1 positive allosteric modulation, primary screen; Q96LB2; actives 0.63% (n = 310,000); AID 588675; MrgX1-HEK293, Fluo-4 calcium flux, FDSS; stronger effect = higher value; B-score at 10 µM;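 active = plate-corrected calcium response at least 3 library SD above typical, normal starting fluorescence, not activating the receptor alone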;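 note: compound read alongside a low EC10 to EC30 dose of BAM8-22 agonist; peak minus trough fluorescence over baseline measured at the second addition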
# Target sequence (Q96LB2 whole entry, looked up): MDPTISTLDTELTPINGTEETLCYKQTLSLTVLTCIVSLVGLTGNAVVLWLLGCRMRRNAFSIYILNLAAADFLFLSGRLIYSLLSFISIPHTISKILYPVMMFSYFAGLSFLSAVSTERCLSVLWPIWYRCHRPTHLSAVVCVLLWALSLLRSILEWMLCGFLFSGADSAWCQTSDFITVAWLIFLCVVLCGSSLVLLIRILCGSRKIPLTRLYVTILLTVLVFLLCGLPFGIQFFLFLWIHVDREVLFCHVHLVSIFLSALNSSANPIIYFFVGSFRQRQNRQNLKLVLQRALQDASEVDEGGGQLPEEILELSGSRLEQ
# TRPC4 inh: TRPC4 (mouse) channel inhibition; HEK293 TRPC4beta/mu-opioid, DAMGO-evoked Fluo4 calcium flux; stronger effect = lower value; Q9QUQ5; B-score at 10 µM; actives 0.39% (n = 300,000);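 active = B-score over 3 SD under the library average, no early fluorescence shift, positive overall ratio signal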
#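 System: stable TRPC4beta/mu-opioid receptor HEK293 cells; Dosing: single-point compound dosing; Measured by: Fluo4 Ca2+ flux fluorescence; Read-out basis: per-well B score of integrated baseline-normalized Fluo4 ratio.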
# MrgX1 antag: antagonists of human MrgX1 receptor. MRGX1-HEK293 calcium flux, Fluo-4, BAM8-22 antagonism; stronger effect = lower value. B-score at 10 µM. actives 1.3% (n = 310,000);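 active = calcium-response B-score plate-corrected more than 3 library SD below zero, starting fluorescence within 5 deviations, no agonist response on first addition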;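 note: peak minus trough fluorescence over baseline after final BAM8-22 challenge near maximal dose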
# TRPC4 potent: TRPC4 (mouse) allosteric potentiation; Q9QUQ5; HEK293 TRPC4beta/mu-opioid, DAMGO EC20, Fluo-4 Ca2+ flux; stronger effect = higher value; B-score at 10 µM; actives 0.42% (n = 310,000);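 active = B-score of calcium response area above 5 SD of library B-scores, with initial fluorescence ratio within 5 SD of library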;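 note: B-score of integrated fluorescence ratio over time as area under calcium response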
# MrgX1 ag: agonists of human MrgX1 receptor. AID 588627. MrgX1-HEK293 cells, Fluo-4 calcium fluorescence, agonist mode; stronger effect = higher value. B-score at 10 µM. actives 0.44% (n = 310,000);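 active = calcium response B-score plate-corrected fluorescence ratio at least 3 library SD, with starting fluorescence B-score inside 5 SD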
#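 Material: MrgX1-expressing HEK293 cells / Dosing: compound as first of three additions / Incubation: overnight seeding, then 1 h dark dye loading / Signal: Fluo-4 NW calcium fluorescence / Evaluation: B-scored fluorescence response ratio / Benchmarks: positive and negative control wells on each plate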
# ANO1 block: inhibitors of mouse TMEM16A calcium-activated chloride channel | normalized B-score (activity score, 25-100; higher = stronger inhibition) at 10 µM | HEK293 TMEM16A/YFP iodide influx fluorescence, ionomycin | actives 1.2% (n = 310,000) | Q8BHY3;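 active = ratio plate-corrected score three or more library SD toward inhibition, starting fluorescence score within five deviations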;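 note: score derived from kinetic fluorescence span divided by baseline fluorescence per well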
# TMEM16A act: activators or potentiators of mouse TMEM16A chloride channel; AID 623877; HEK293 TMEM16A/YFP-H148Q/I152L, iodide quench fluorescence; stronger effect = lower value; B-score at 10 µM; actives 0.3% (n = 340,000);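 active = fluorescence-ratio B-score plate-corrected deviation score at least 3 library SD below zero, with starting fluorescence score within 5 deviations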;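 note: channel opened by trigger with iodide after compound preincubation; score built on the fluorescence ratio of max minus min over baseline; more negative score means more quench and so TMEM16A activation or potentiation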
# TRPC6 inhibitor: mouse TRPC6 channel inhibition. HEK293-TRPC6, membrane potential dye, ACh-evoked depolarization; stronger effect = lower value. AID 2553. Q61143. B-score at 10 µM. actives 1.1% (n = 310,000);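 active = B-score under library mean minus 3 SD, initial fluorescence not abnormally high, positive integrated signal ratio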;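 note: B-score derived from integrated fluorescence ratio over the kinetic read; more negative B-score means stronger inhibition of depolarization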
# TRPC4 act: TRPC4 (mouse) channel activation. Q9QUQ5. HEK293 TRPC4beta/mu-opioid, Fluo4 calcium fluorescence; stronger effect = higher value. B-score at 10 µM. actives 0.49% (n = 310,000). AID 2237;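 active = B-score above 5 SD of library B-scores, and initial fluorescence ratio not above library mean plus 5 SD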;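 note: positive B-score marks a calcium rise read as TRPC4 activation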
#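 Material: TRPC4beta and mu-opioid receptor HEK293 stable cells | Incubation: 45 min room-temperature Fluo4 loading, 110 s read | Detection: Kinetic Fluo4 calcium fluorescence | Measure: Integrated baseline-normalised fluorescence ratio, converted to per-well B score | Benchmarks: Low control buffer alone, high control maximal DAMGO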
# The depositor's hits bear a star; i = inactive; / = no result given.
# Below each SMILES: TRPC6 act | SKKanGAS inh | MrgX1 PAM | TRPC4 inh | MrgX1 antag | TRPC4 potent | MrgX1 ag | ANO1 block | TMEM16A act | TRPC6 inhibitor | TRPC4 act
1) CCC(=O)N(Cc1cc2cc(C)c(C)cc2[nH]c1=O)C1CCCCC1
 : i | 0 | 7.6* | i | i | i | i | i | i | i | i
2) CCOc1ccc2nc(SCC(=O)Nc3cc4c(cc3C(C)=O)OCO4)[nH]c2c1
 : i | 0 | i | i | i | i | i | i | i | i | i
3) CCOC(=O)CC(=O)Nc1ccccc1C(=O)O
 : i | 4 | i | i | i | i | i | i | i | i | i
4) Cc1occc1-c1nnc(SCC(=O)Nc2ccccc2-c2ccccc2)n1C
 : i | -1 | i | i | i | i | i | i | i | i | i
5) Cc1cccc(C(=O)N/N=C/c2ccoc2)c1
 : i | 4 | i | i | i | i | i | i | i | i | i
6) Brc1ccc(-c2cn3c(n2)CCc2ccc4cccnc4c2-3)cc1
 : i | 76* | i | i | i | i | i | i | i | i | i
7) O=C(c1n[nH]c2c1CCC2)N1CCCC(Nc2cccc(F)c2)C1 (centres undefined)
 : i | 13 | i | i | i | i | i | i | i | i | i
8) CC(=O)Nc1ccc(NC(=O)Cn2cc3c(n2)CCCC3)cc1
 : i | -1 | i | i | i | i | i | i | i | i | i
9) C=CCc1ccccc1Oc1cc(F)nc(N)n1
 : i | 4 | 15* | i | i | i | i | i | i | i | i
10) Cc1cc(=O)oc2cc(OCC3CC(c4ccc(N(C)C)cc4)=NO3)ccc12 (centres undefined)
 : i | 5 | i | i | i | i | i | i | i | i | i
11) CC(C)(C)NC(=O)c1cccc2c1OC(C)(C)C2
 : i | 1 | i | i | i | i | i | i | i | i | i
12) CCOC(=O)Cc1csc(N/N=C/c2ccccc2)n1
 : i | 4 | i | i | i | i | i | i | i | i | i
13) CCc1cccc(C)c1Nc1nc2ccccc2n2cnnc12
 : i | 2 | i | i | i | i | i | i | i | i | i
14) CNC(=O)CSc1nc2cc(S(=O)(=O)Nc3ccc(OC)cc3)ccc2o1
 : i | 6 | i | i | i | i | i | i | i | i | i
15) CC(C)NC(=O)COc1ccc2c(c1)C(=O)CC(C)(C)O2
 : i | -1 | i | i | i | i | i | i | i | i | i
16) CC(C)(CNC(=O)c1ccccc1F)CNC(=O)c1ccccc1F
 : i | -3 | i | i | i | i | i | i | i | i | i
17) COc1ccc2oc(C(=O)OCC(=O)N3CCC(C)CC3)c(C)c2c1
 : i | 28 | i | i | i | i | i | i | i | i | i
18) CCCOc1cccc(C(=O)N2CCN(C(=O)C3CCCO3)CC2)c1 (centres undefined)
 : i | 0 | i | i | i | i | i | i | i | i | i
19) CC(=O)COc1ccc2c(-c3ccccc3)cc(=O)oc2c1C
 : i | -1 | i | i | i | i | i | i | i | i | i
20) C/C(=N\Nc1ccc(Cl)c(C(=O)O)c1)c1ccc2c(c1)OCO2
 : i | 13 | i | i | i | i | i | i | i | i | i
21) O=C(Nc1ccccc1)C(=O)Nc1cccnc1
 : i | 9 | i | i | i | i | i | i | i | i | i
22) COC(=O)C(C(C)=O)C1=C/C(=N\S(=O)(=O)c2ccc(C)cc2)c2ccccc2C1=O (centres undefined)
 : i | 7 | i | i | i | i | i | i | i | i | i
23) O=C1c2cccnc2C(=O)N1C1CCCCC1
 : i | -2 | i | / | i | i | i | i | i | i | i
24) CC(NC(=O)Nc1ccccc1F)C(C)(C)C (centres undefined)
 : i | 2 | i | i | i | i | i | i | i | i | i
25) C=CCn1c(SC(C)C(=O)NCc2ccc3c(c2)OCO3)nc2scc(-c3ccccc3)c2c1=O (centres undefined)
 : i | 20 | i | i | i | i | i | 100* | i | i | i
26) CCn1c(SCC(=O)N/N=C/c2c[nH]c3ccccc23)nnc1-c1ccc(C(C)(C)C)cc1
 : i | 9 | i | i | i | i | i | 25* | i | i | i
27) CC(C)(C)NC(=O)NC(=O)COC(=O)c1cccc(OC(F)F)c1
 : i | -7 | i | i | i | i | i | i | i | i | i
28) O=C(CNC(=O)c1ccc(Br)cc1)OCC(=O)c1ccccc1
 : i | 3 | i | i | i | i | i | i | i | i | i
29) CCNC(=O)O/N=C(\C)c1sc(-c2ccccc2)nc1C
 : i | -5 | i | i | i | i | i | i | i | i | i
30) Cn1nnnc1SCC(=O)NCc1cc([N+](=O)[O-])ccc1O
 : i | 7 | i | i | i | i | i | i | i | i | i
31) O=C(Nc1ccc(C(=O)N2CCCCC2)cc1)C1CCCCC1
 : i | -4 | i | i | i | i | i | i | i | i | i
32) COc1ccc(COCC(O)CN2CCCCC2)cc1OC (centres undefined)
 : i | -3 | i | i | i | i | i | i | i | i | i
33) O=C(NCc1nc(-c2ccccc2)no1)Nc1ccc(F)cc1
 : i | -5 | i | i | i | i | i | i | i | i | i
34) O=C(NNc1ccccc1F)C1CCC1
 : i | -9 | i | i | i | i | i | i | i | i | i
35) Nc1ccc(-c2cnc(-c3ccc(N)cc3)nc2)cc1
 : i | 3 | i | i | i | i | i | i | i | i | i
36) Cc1ccnc(N2CCC(C(=O)Nc3ccc4c(c3)OCCO4)CC2)n1
 : i | -6 | i | i | i | i | i | i | i | i | i
37) CCN(CC)S(=O)(=O)c1ccc(C(=O)NC(=S)N(CCC#N)Cc2cccnc2)cc1
 : i | -6 | i | i | i | i | i | i | i | i | i
38) COc1cc(/C=C(\C#N)c2nnc(N3CCOCC3)n2-c2ccccc2)ccc1O
 : i | -10 | i | i | i | i | i | i | i | i | i
39) CCc1ccc(NC(=O)CN(CC(=O)Nc2ccc(CC)cc2)CC(C)O)cc1 (centres undefined)
 : i | 9 | i | i | i | i | i | i | i | i | i
40) NC1=NC(=Nc2cccc(Cl)c2)c2ccccc21
 : i | -12 | i | i | i | i | i | i | i | i | i
41) O=C(c1cc2nc(-c3ccccc3)cc(-c3ccccc3)n2n1)N1CCN(C(=O)c2ccco2)CC1
 : i | 40 | i | i | i | i | i | i | i | i | i
42) O=C(Nc1cc(Sc2ccccn2)cc([N+](=O)[O-])c1)c1cccc(Cl)c1
 : i | 14 | i | i | i | i | i | i | i | i | i
43) O=c1c2c(nc3nc(COc4ccccc4)[nH]n13)CCC2
 : i | -2 | i | i | i | i | i | i | i | i | i
44) Cc1cc(C)c(C)c(Cn2c(CO)nc3ccccc32)c1C
 : i | 39 | i | i | i | i | i | i | i | i | i
45) O=C(OCC(=O)N1CCC(Cc2ccccc2)CC1)c1ccccc1
 : i | -3 | i | i | i | i | i | i | i | i | i
46) O=C(COc1ccc(-n2cnnn2)cc1)NC1CCCCC1
 : i | -9 | i | i | i | i | i | i | i | i | i
47) CCN(CCO)C(=O)CC1C(=O)NCCN1Cc1c(F)cccc1Cl (centres undefined)
 : i | -6 | i | i | i | i | i | i | i | i | i
48) COc1ccccc1CN1CCN(Cc2ccco2)CC1
 : i | -3 | i | i | i | i | i | i | i | i | i
49) CC(Sc1nnc(NC2CCCCC2)s1)C(=O)Nc1ccc2c(c1)C(=O)c1ccccc1C2=O (centres undefined)
 : i | 28 | i | i | i | i | i | i | i | i | i
50) Cc1c(Cl)cccc1NC(=O)Cn1cnc(S(=O)(=O)N2CCCC2)c1
 : i | -1 | i | i | i | i | i | i | i | i | i
51) CCN(CC)CCNCc1ccc(OCc2ccc(Cl)nc2)c(OC)c1
 : i | -11 | i | i | i | i | i | i | i | i | i
52) Cc1cccc2cc(C#N)c(NCCNS(=O)(=O)c3ccc4c(c3)OCCO4)nc12
 : i | -3 | i | i | i | i | i | i | i | i | i
53) CC1C/C(=N/O)C(C)CN1 (centres undefined)
 : i | 0 | i | i | i | i | i | i | i | i | i
54) CN(C)c1ccc(NC(=O)CSc2nc3ccccc3c(=O)n2C2CCCCC2)cc1
 : i | -10 | i | i | i | i | i | i | i | i | i
55) Cc1cc(C)cc(N(C(=O)CCC(=O)Nc2ccccn2)C(C(=O)NC(C)C)c2ccc(O)cc2)c1 (centres undefined)
 : i | -5 | i | i | i | i | i | i | / | i | i
56) Cc1c(CCC(=O)N[C@@H](C)C(=O)O)c(=O)oc2cc3occ(-c4ccccc4)c3cc12
 : i | 13 | i | i | i | i | i | i | i | i | i
57) COC(=O)CN1C(=S)N(c2ccc(OC)cc2)C(=O)/C1=C/c1ccc(OC)cc1
 : i | -9 | i | i | i | i | i | i | i | i | i
58) Cc1cc(C)c(OCC(=O)OC(C)C(=O)NC2CC2)c(C)c1 (centres undefined)
 : i | -2 | i | i | i | i | i | i | i | i | i
59) CCOC(=O)c1cc(-c2ccccc2C)n(CC2CC(c3cccc([N+](=O)[O-])c3)=NO2)n1 (centres undefined)
 : / | / | i | / | i | / | i | i | i | / | /
60) O=C(OCC(=O)N1CCc2ccccc21)c1c2c(nc3ccccc13)CCCCC2
 : i | 14 | i | i | i | i | i | 100* | i | i | i

# Later entries:
# Below each SMILES: TRPC6 act | SKKanGAS inh | MrgX1 PAM | TRPC4 inh | MrgX1 antag | TRPC4 potent | MrgX1 ag | ANO1 block | TMEM16A act | TRPC6 inhibitor | TRPC4 act
61) CC1CCC2(CC1)NC(=O)N(CC(=O)Nc1sc3c(c1C(N)=O)CCC3)C2=O (centres undefined)
 : i | 1 | i | i | i | i | i | i | i | i | i
62) O=C(Nc1ccccc1)c1ccc(-c2ccc(Br)cc2)o1
 : i | -5 | i | i | i | i | i | i | i | i | i
63) O=C(CCC(=O)Nc1ccc(Oc2ccccc2)cc1)NCCO
 : i | -5 | i | i | i | i | i | i | i | i | i
64) COc1ccc2c(c1)C1NC(=S)NC(C)(O2)C1C(=O)Nc1ccc(C)cc1C (centres undefined)
 : i | 3 | i | i | i | i | i | i | i | i | i
65) Cn1c(=O)oc2cc(S(=O)(=O)NCCC(=O)NC3CCCc4ccccc43)ccc21 (centres undefined)
 : i | 6 | i | / | i | i | i | i | i | i | i
66) O=C1CSC(=S)N1c1ccc(F)cc1
 : i | 2 | i | i | i | i | i | i | / | i | i
67) CN(C)CC(=O)c1c(N)n(Cc2ccccc2)c(=O)n(C)c1=O
 : i | 4 | i | i | i | i | i | i | i | i | i
68) Cc1nn(C)c(C)c1CNC(=O)c1nn2c(c1Cl)NC(c1cccs1)CC2C(F)(F)F (centres undefined)
 : i | 8 | i | i | -8.7* | i | i | i | i | i | i

# High-throughput results deposited in PubChem BioAssay by several laboratories.
